Source: PubChem BioAssay
hERG WT inh = KCNH2 (human, wildtype) channel inhibition. 0.37% of 340,000 active. Q12809. activity change, % at 1.84 µM. U2OS, BacMam KCNH2, thallium flux FluxOr; hits give low values;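 active = maximum activity change below -70%; inconclusive = maximum activity change between -70% and -50%; inactive = maximum activity change above -50%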; note: % is set by controls: 0 for no effect and ±100 for the full control effect
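U2OS cells transduced with wild-type KCNH2 virus are loaded with FluxOr dye for 45 min, and thallium flux is measured in kinetic reads before and after stimulation buffer. Rate constants are normalized to DMSO controls.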
Eya2 phos inh = inhibitors of human Eya2 phosphatase activity. O00167. recombinant Eya2, OMFP fluorescence dephosphorylation (OMFP is methylfluorescein phosphate). Potency, µM (titrated, usually from 76.9 µM), inactives show at the highest dose activity, negative = inhibition, usual class: inhibitors. 0.006% of 330,000 active; note: potency is the fitted concentration of half-maximal effect; % is set by controls: 0 for no effect and ±100 for the full control effect
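Eya2 (0.2 uM) preincubated 10 min at ambient with compound, then OMFP substrate added at 50 uM; 10 min reaction in 50 mM HEPES pH 7.5, 50 mM NaCl, 5 uM MgCl2, 0.05% BSA, 1 mM DTT. Fluorescence read at Ex 485/Em 525 nm.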
A-T KAP1 phos = potential ataxia-telangiectasia treatments restoring KAP-1 phosphorylation | […] A-T fibroblasts, KAP-1 phosphorylation AlphaLISA; neocarzinostatin DNA damage 30 min before lysis | Potency, µM (highest dose often 57.5 µM), without a hit: at the highest dose activation, actives largely listed as activators | 0.19% of 320,000 active; note: potency is the fitted concentration of half-maximal effect; % of control where 0% means no effect; nearly all actives have a fitted effect of over 45% in size
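hTERT-immortalized A-T patient fibroblasts ([…]), 500 cells/well in OPTI-MEM, 1% FBS, got compounds for 60 min, then NCS for 30 min at 37C. Lysates were then assayed for phospho-KAP-1 by AlphaLISA (anti-pKAP1 donor, anti-KAP1 acceptor beads), 6 hr at 25C.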
ELG1 repair inh = ELG1-dependent DNA repair inhibition; 2.3% of 330,000 active; Potency, µM (series often up to 46.1 µM), without a hit: top-dose activity change, negative = inhibition, usual class: inhibitors; HEK293T ELG1-luciferase reporter, luminescence, 16 h; DNA damage induced by 5-fluorouridine; note: potency is the fitted concentration of half-maximal effect; % is set by controls: 0 for no effect and ±100 for the full control effect; nearly all actives have a fitted effect of over 55% in size
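Reporter activity after DNA damage by 5-fluorouridine is monitored. Compound-treated cells incubate 16 hr at 37 °C, then ONE-Glo is added for 30 min before luminescence reading.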
USP2a block = USP2a (human) protease inhibition; O75604; USP2 core, Ub-CHOP2 coupled fluorogenic reporter, 485/531; Potency, µM (doses to about 38.3 µM), for the others: at the top dose activity change, negative = inhibition, usual class: inhibitors; 0.01% of 330,000 active; AID 463254;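 note: potency is the fitted concentration of half-maximal effect; plate controls were DMSO wells for no effect and full inhibition by NEM control for full effect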
Target sequence (O75604 whole entry, looked up): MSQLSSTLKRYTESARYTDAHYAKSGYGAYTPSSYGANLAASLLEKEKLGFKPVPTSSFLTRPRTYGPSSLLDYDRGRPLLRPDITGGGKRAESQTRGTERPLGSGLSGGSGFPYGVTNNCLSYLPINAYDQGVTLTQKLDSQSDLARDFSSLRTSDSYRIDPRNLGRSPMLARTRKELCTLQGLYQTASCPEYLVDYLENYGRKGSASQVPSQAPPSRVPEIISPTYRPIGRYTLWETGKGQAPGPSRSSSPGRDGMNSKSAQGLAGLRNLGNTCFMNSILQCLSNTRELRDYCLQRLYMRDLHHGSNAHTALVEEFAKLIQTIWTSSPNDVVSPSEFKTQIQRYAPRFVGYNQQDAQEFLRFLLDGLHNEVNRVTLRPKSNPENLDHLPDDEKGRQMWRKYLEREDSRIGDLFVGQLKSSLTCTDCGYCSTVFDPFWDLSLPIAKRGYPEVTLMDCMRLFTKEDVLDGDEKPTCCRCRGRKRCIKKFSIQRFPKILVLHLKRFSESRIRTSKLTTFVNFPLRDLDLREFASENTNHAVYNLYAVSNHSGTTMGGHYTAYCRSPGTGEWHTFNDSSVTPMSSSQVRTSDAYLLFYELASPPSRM
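Cell-free coupled assay: 10nM USP2 core preincubated 30min RT with compound in Tris-HCl pH 8.0/CaCl2/CHAPS buffer, then 25nM Ub-CHOP2 and 25nM reporter substrate; fluorescence (Ex 485/Em 531) read after 60min RT, normalized to NEM inhibition, concentration-response curves fitted.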
Mito fusion yeast = mitochondrial division inhibition or fusion activation | S. cerevisiae fusion-defective mutant growth rescue, CellTiterGlo 48 h | Potency, µM (highest dose often 46.1 µM), for inactives: top-dose growth rescue (activation), actives largely listed as activators | 0.23% of 320,000 active | AID 485298;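 note: potency is the fitted concentration of half-maximal effect; % of control where 0% means no effect; nearly all actives have a fitted effect of over 45% in size; temperature-sensitive fusion mutants such as fzo1-1 at 37 °C on non-fermentable ethanol glycerol medium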
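Growth-rescue viability read-out: after 48 h at the non-permissive 37C in glycerol/ethanol YPEG, yeast mitochondrial fusion mutants are measured by CellTiterGlo luminescence; compounds (23 nl pinned per well) restoring growth score as division inhibitors or fusion activators.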
TCR act = activators of T cell receptors | primary human leukocytes, anti-CD3, IL-2 HTRF, 48 h | Potency, µM (titrated, usually from 9.22 µM), for inactives: at the top dose activation of IL-2 secretion, hits mostly activators | 330,000 tested, under 10 active | AID 504894; note: % of control where 0% means no effect
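HTRF read-out of IL-2 secretion: europium cryptate donor excited at 320nm, d2 acceptor emission at 665nm. Cells were primary human leukocytes incubated 48 hr with compounds and a-CD3 beads, supplying TCR signal only.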
TSHR antag = antagonists of human thyroid stimulating hormone receptor; TSHR-expressing cells, TSH-stimulated cAMP HTRF, 2 h; hits give low values; activity change, negative = inhibition, % at 11.5 µM; 0.2% of 330,000 active;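 active = activity change below a set negative limit, meaning inhibition stronger than a set level, cut at about -70% in these data; inconclusive = activity change between two set negative limits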; note: % is set by controls: 0 for no effect and ±100 for the full control effect
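Antagonism was scored as loss of TSH-driven cAMP in TSHR cells, stimulated with 4nM TSH (EC80) for 2 hours at 37 deg C and detected by homogeneous HTRF competition immunoassay.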
KCNH2 3.1 block = KCNH2 3.1 (human) potassium channel inhibition; 0.95% of 340,000 active; activity change, % (tested at about 1.8 µM); U2OS KCNH2 3.1, thallium flux FluxOr; hits give low values; AID 720553;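 active = maximum activity change below -70%; inconclusive = maximum activity change from -70% to -50%; inactive = maximum activity change above -50%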;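 note: thallium influx rate constant from kinetic fluorescence after stimulation buffer; % is set by controls: 0 for no effect and ±100 for the full control effect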
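Measured as rate of thallium-driven FluxOr signal in transduced U2OS cells carrying the 3.1 channel, read kinetically for 2 min upon stimulation; values are rate constants scaled to DMSO control wells.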
TRPV1 agonist = activates the human vanilloid receptor TRPV1; Q8NER1; TRPV1-expressing cells, Fluo-8 calcium influx, agonist mode; activation, % at 8.33 µM; 0.19% of 320,000 active; in the data active = activation above about 80%; inconclusive = between about 30% and that limit; note: 0% is about no effect
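Cells expressing TRPV1 were dye-loaded with Fluo-8 and read kinetically: 10 s baseline, 3 min after compound (agonist portion), then 2 min after EC20 capsaicin (allosteric enhancer portion). Calcium-bound dye fluorescence at 480/520 nm.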
* hit, by the source's call; ? = inconclusive; . = no result given; [ ] = dose if it differs, or a comment. Unless noted, calls come from the whole dose curve; as a rule, active = well fitted curve in the direction sought with a large enough effect; inconclusive = small, poorly fitted or top-dose-only effect, or another doubt; inactive = no such curve, though single readings can be large; an effect the other way counts as inactive or inconclusive. Only part of the results is shown, so the mix of outcomes need not match the whole.

entry	structure	hERG WT inh	Eya2 phos inh	A-T KAP1 phos	ELG1 repair inh	USP2a block
1	O=C(CSCC(=O)Nc1nc(-c2ccc3c(c2)OCO3)cs1)Nc1nccs1	5	1%	13%	-17%	2%
2	O=C(CSc1nc2ccccc2c(=O)n1Cc1ccco1)c1ccccc1	7	17%	3%	?	-1%
3	Cc1ccc2oc(-c3ccccc3)nc2c1	-3	-16%	-3%	?	-1%
4	CCN(CC(=O)Nc1c(F)cccc1F)C(=O)CSCc1c(C)noc1C	-2	12%	-2%	10%	0%
5	CCC1(c2ccccc2)NC(=O)N(CC(=O)NC2CCCCCC2)C1=O (stereo not drawn)	19	-2%	9%	11%	-2%
6	Cc1nc2sc3c(c2c(=O)n1/N=C/c1ccco1)CCCC3	9	-2%	0%	6%	2%
7	CCc1cccc(CC)c1NC(=O)COC(=O)c1ccc(F)c(S(=O)(=O)N(CC)CC)c1	6	1%	1%	11%	5%
8	O=C(NNC(=O)C1CC(=O)N(Cc2ccccc2)C1)c1ccc(F)cc1 (stereo not drawn)	-35	2%	1%	8%	0%
9	Cc1cccc(NC(=O)[C@@H]2CCCN2C(=O)OC(C)(C)C)c1	3	6%	-6%	-2%	4%
10	Cc1cccc(C)c1Nc1nnc(SCC(=O)NC2CCS(=O)(=O)C2)s1 (stereo not drawn)	-19	7%	12%	-3%	0%
11	Cc1cccc(C(=O)N2CCC(=O)N(C(COCc3ccc(Cl)cc3)Cc3ccccc3)CC2)c1 (stereo not drawn)	-16	-7%	5%	?	3%
12	CCc1ccc2nc(Nc3ncc(C(C)=O)c(C)n3)nc(C)c2c1	1	-3%	1%	0%	7%
13	COc1ccc(OCC(=O)Nc2ccc3c(c2)nc(CCN2CCCCC2)n3C)cc1	25	-1%	.	-18%	0%
14	Cc1cccc(-n2ncc3c(NCCCn4ccnc4)ncnc32)c1	-2	8%	-9%	?	2%
15	COc1cc(S(=O)(=O)N(Cc2ccccn2)Cc2ccco2)ccc1-n1cnnn1	-1	4%	-1%	-17%	-1%

entry	Mito fusion yeast	TCR act	TSHR antag	KCNH2 3.1 block	TRPV1 agonist
1	4%	3%	-21	2	3
2	6%	.	-29	-23	16
3	-2%	-1%	4	-2	-2
4	1%	1%	4	-4	1
5	.	-1%	-12	13	.
6	3%	-8%	-10	1	3
7	-10%	7%[46.1 µM]	12	-4	10
8	-3%	5%	-1	-6	-3
9	0%	-6%	-4	1	1
10	9%	6%[46.1 µM]	-13	11	7
11	?	7%	11	5	13
12	-14%	2%	5	-25	6
13	1%	7%	3	-72*	1
14	2%	4%[46.1 µM]	7	-9	-2
15	-2%	6%[46.1 µM]	3	-22	1

Ordered by heavy-atom count (descending): some entries from above
entry	structure	hERG WT inh	Eya2 phos inh	A-T KAP1 phos	ELG1 repair inh	USP2a block
7	CCc1cccc(CC)c1NC(=O)COC(=O)c1ccc(F)c(S(=O)(=O)N(CC)CC)c1	6	1%	1%	11%	5%
13	COc1ccc(OCC(=O)Nc2ccc3c(c2)nc(CCN2CCCCC2)n3C)cc1	25	-1%	.	-18%	0%
15	COc1cc(S(=O)(=O)N(Cc2ccccn2)Cc2ccco2)ccc1-n1cnnn1	-1	4%	-1%	-17%	-1%
1	O=C(CSCC(=O)Nc1nc(-c2ccc3c(c2)OCO3)cs1)Nc1nccs1	5	1%	13%	-17%	2%
4	CCN(CC(=O)Nc1c(F)cccc1F)C(=O)CSCc1c(C)noc1C	-2	12%	-2%	10%	0%
10	Cc1cccc(C)c1Nc1nnc(SCC(=O)NC2CCS(=O)(=O)C2)s1 (stereo not drawn)	-19	7%	12%	-3%	0%
12	CCc1ccc2nc(Nc3ncc(C(C)=O)c(C)n3)nc(C)c2c1	1	-3%	1%	0%	7%
9	Cc1cccc(NC(=O)[C@@H]2CCCN2C(=O)OC(C)(C)C)c1	3	6%	-6%	-2%	4%
3	Cc1ccc2oc(-c3ccccc3)nc2c1	-3	-16%	-3%	?	-1%

entry	Mito fusion yeast	TCR act	TSHR antag	KCNH2 3.1 block	TRPV1 agonist
7	-10%	7%[46.1 µM]	12	-4	10
13	1%	7%	3	-72*	1
15	-2%	6%[46.1 µM]	3	-22	1
1	4%	3%	-21	2	3
4	1%	1%	4	-4	1
10	9%	6%[46.1 µM]	-13	11	7
12	-14%	2%	5	-25	6
9	0%	-6%	-4	1	1
3	-2%	-1%	4	-2	-2

Further records follow.
entry	structure	hERG WT inh	Eya2 phos inh	A-T KAP1 phos	ELG1 repair inh	USP2a block
16	CC(=O)NC(=O)c1cnn(-c2ccccc2)c1N	3	-10%	-2%	6%	-1%
17	O=C1C2C3C=CC(CC3)C2C(=O)N1/N=C/c1c(O)ccc2ccccc12 (stereo not drawn)	-3	-3%	-3%	22%	13%
18	CCOc1ccc(Cc2nc(C)c(CC(=O)N3CCCCC3)c(=O)[nH]2)cc1	-5	-3%	4%	1%	-1%
19	O=C(Nc1ccc(-c2cnco2)cc1)c1ccc(Cl)cc1	-2	20%	2%	?	-1%
20	COc1ccc(S(=O)(=O)NCCc2csc(C)n2)cc1C	6	-17%	-3%	-20%	0%
21	CC(C)n1cc(C(=O)N2CCCC(Nc3ccc(F)c(F)c3)C2)cn1 (stereo not drawn)	6	-1%	4%	?	-2%
22	CN(C)c1ccc(NC(=O)CN2CCN(c3ccc(F)cc3)CC2)cc1	3	-15%	-1%	-2%	1%
23	COCCNC(=O)c1cccc(OC2CCN(Cc3ccc(Cl)c(F)c3)CC2)c1	11	1%	3%	-14%	3%
24	CCn1c(-c2ccc(N)cc2)nc2ccccc21	9	13%	-5%	?	4%
25	O=C(c1cc(-c2ccc(Cl)cc2)on1)N1CCc2ccccc2C1	-17	-9%	-2%	-5%	2%
26	C=C(C)CSc1nnc([C@H](CCSC)NC(=O)OC(C)(C)C)o1	30	10%[15.4 µM]	-34%	-23%	-6%
27	O/N=C(\c1ccc(Cl)cc1)c1cc2ccccc2o1	-12	-13%	-3%	-7%	1%
28	CCCc1c(C(=O)N/N=C/c2ccco2)nnn1-c1nonc1N	-13	21%	-3%	?	2%
29	O=C(O)c1cc(-c2ccc(O)cc2)on1	4	8%	2%	5%	4%
30	O=C(O)CCCCCNCc1ccncc1	?	6%	7%	3%	-2%

entry	Mito fusion yeast	TCR act	TSHR antag	KCNH2 3.1 block	TRPV1 agonist
16	-2%	-7%	0	4	1
17	-7%	-3%	8	0	-4
18	2%	1%	5	14	0
19	-1%	-7%	-1	10	25
20	-3%	-1%	1	-8	0
21	-8%	4%	1	0	?
22	2%	8%	28	5	4
23	1%	-13%	-8	-10	6
24	0%	4%	5	-6	2
25	3%	2%	-14	-14	?
26	1%	2%	18	-5	4
27	?	-8%	0	-4	1
28	-1%	-3%	9	-15	?
29	-10%	4%	-10	4	0
30	-1%	4%	2	1	-5

Next section:
entry	structure	hERG WT inh	Eya2 phos inh	A-T KAP1 phos	ELG1 repair inh	USP2a block
31	CC(=O)Nc1ccc(-c2csc(N/N=C(/C)c3ccccc3)n2)cc1	-2	8%	8%	21µM*	-2%
32	COc1ccc(C)cc1S(=O)(=O)N1CCN(C(=O)c2ncoc2-c2ccccc2C)CC1	1	4%	-7%	4%	2%
33	C/C(=N\n1c(C)cc(C)c(C#N)c1=O)c1cccs1	6	-5%	-14%	-9%	0%
34	COc1ccc(C(N)=S)cc1	-4	-8%	-1%	1%	5%
35	CCc1nc2scc(-c3ccccc3)c2c(=O)n1N	2	-37%	-16%	23%	6%
36	CC(C)(C)NC(=O)c1cccc(NC(=O)CSc2ccccc2)c1	-6	-5%	-1%	-6%	-6%
37	CC(C)CNC(=S)N1CCC(NC(=O)c2ccco2)CC1	6	1%	0%	-2%	0%
38	Cc1ccccc1NC(=S)N/N=C/C(C)c1ccccc1 (stereo not drawn)	0	2%	2%	-16%	0%
39	Cc1ccc(S(=O)(=O)NCCCCCC(=O)Nc2ccccc2C)cc1	17	0%	8%	-10%	4%
40	COc1ccc(CNC(=S)Nc2ccc(-c3ccccc3)cc2)cc1	-15	9%	-1%	?	-9%

entry	Mito fusion yeast	TCR act	TSHR antag	KCNH2 3.1 block	TRPV1 agonist
31	-1%	0%	-12	-17	1
32	1%	6%	-4	7	3
33	-1%	-1%	5	1	.
34	-5%	-5%[46.1 µM]	2	-6	-4
35	0%	0%	-3	1	0
36	1%	1%	3	-13	6
37	-6%	-9%	5	-3	-1
38	-6%	-2%	-14	7	10
39	5%	0%[46.1 µM]	-8	-3	14
40	10%	-12%	10	9	1
